Compound activity (PubChem)
CAL PDZ FP-1 – blocks peptide binding to human CAL PDZ domain. Q9HD26. purified CAL PDZ, TMR-peptide fluorescence polarization, 1 h. inhibition, % at 20 µM. 330,000 tested, 0.02% active. AID 504414;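 active = highest replicate inhibition of at least 40%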;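 also: plate controls were DMSO neutral control wells for no effect and unlabeled competitor peptide control wells for full effect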
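Material – purified CerCALP PDZ construct · Detection – FP readout, S and P plane fluorescence · Measure – percent inhibition from loss of millipolarization · Controls – unlabelled peptide for full inhibition, DMSO wells as neutral · Probe or stimulus – TMR-labelled reporter peptide T*-PRC34 bound in PDZ groove · Times – 1 h at RT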
Wnt act – activators of Wnt/beta-catenin signaling. Wnt/beta-catenin reporter cell assay, activator, plate reader. activation, % at 9.35 µM. 300,000 tested, 1.2% active; in the data active = activation above about 30%, passing the limit was not always enough;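 also: 0% = neutral control wells and 100% = positive control wells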
Tat export inh – inhibitors of E. coli Tat protein transport. E. coli MC4100 TorA-mCherry Tat export, fluorescence. inhibition, % at 10 µM. 340,000 tested, 0.036% active. AID 488895;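 active = mean replicate inhibition at least 50% and at least half of replicates individually reaching 50%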;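 also: exported cargo escapes ClpAP degradation while cytoplasmic cargo is degraded and loses fluorescence; 0% = median of neutral control wells and 100% = median of NaSCN control wells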
SR-BI uptake up – activators of SR-BI mediated HDL lipid uptake; CHO ldlA[mSR-BI] cells, DiI-HDL uptake fluorescence, 3 h; 100 = double the neutral-control signal; activation, % at 12.5 µM; 320,000 tested, 0.096% active; AID 504775;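 active = mean replicate activation of at least 60% and every replicate at or above 60%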;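 also: 0% = median plate neutral-control signal and 100% = twice that signal; values of inactives mirror those of a sister screen read the other way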
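Assay system: LDL receptor-deficient CHO ldlA cells overexpressing murine SR-BI / Medium: BSA-supplemented, HEPES-buffered Ham's F12, pH 7.4 / Probe or stimulus: DiI-labelled HDL at 10 µg/mL final / Timing: compound with DiI-HDL co-incubation, 3 h at 37 °C / Technique: bottom-read cell fluorescence after medium removal, ex 550/em 595 nm / Measure: HDL uptake via cellular fluorescence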
AddAB inh – less growth of phage-infected E. coli with AddAB; E. coli expressing H. pylori AddAB, absorbance growth; AID 435030; 330,000 tested, 0.29% active; inhibition, % at 11.9 µM; in the data active = inhibition above about 12%;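 also: 0% = vehicle wells of infected cells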
CAL PDZ FP-2 – inhibitors of human CAL PDZ peptide binding; Q9HD26; purified CAL PDZ, TMR-peptide fluorescence polarization, 1 h; inhibition, % at 24.9 µM; 300,000 tested, 0.92% active; AID 602252;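 active = mean inhibition of at least 30% with at least half of replicates also reaching 30%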;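 also: 0% = DMSO neutral control and 100% = excess unlabeled competitor peptide PRC23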
phage Ecoli inh – E. coli growth loss with phage present; AID 651602; growth absorbance; inhibition, % at 11.9 µM; 360,000 tested, 0.26% active; in the data active = inhibition above about 11%
Ecoli viability – counter-screen for AddAB inhibitors: E. coli growth inhibition | 330,000 tested, 0.27% active | E. coli V3065 growth, OD600 absorbance, 18 h | AID 449728 | inhibition, % at 11.9 µM;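 active = inhibition above the campaign's mean inhibition across all tested compounds plus 3 SD, cut at about 9.9% in these data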;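 also: uninfected addAB+ strain grown without phage in ampicillin broth; 0% = DMSO wells and 100% = ciprofloxacin 0.95 µg/ml wells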
MITF TRPM1 HTS – activators of MITF-driven TRPM1 promoter activity in SK-MEL-5 cells; SK-MEL-5 TRPM1-promoter luciferase, 24 h; % of positive control, neutral wells = 0; activation, % at 12.5 µM; 300,000 tested, 0.75% active; AID 588334;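 active = mean activation of at least 80% with every replicate also reaching 80%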;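 also: 0% = neutral control wells and 100% = parthenolide positive control wells; values of inactives mirror those of a sister screen read the other way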
SR-BI DiI inh – mouse SR-BI HDL lipid transfer inhibition; Q61009; ldlA[mSR-BI] CHO cells, DiI-HDL uptake fluorescence, 3 h; inhibition, % at 12.5 µM; 320,000 tested, 0.96% active;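 active = mean replicate inhibition of at least 70% and a set share of replicates each scoring 70 or more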;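 also: 0% = median of neutral control wells and 100% = median of positive control wells; values of inactives mirror those of a sister screen read the other way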
Target sequence (Q61009 whole entry, looked up): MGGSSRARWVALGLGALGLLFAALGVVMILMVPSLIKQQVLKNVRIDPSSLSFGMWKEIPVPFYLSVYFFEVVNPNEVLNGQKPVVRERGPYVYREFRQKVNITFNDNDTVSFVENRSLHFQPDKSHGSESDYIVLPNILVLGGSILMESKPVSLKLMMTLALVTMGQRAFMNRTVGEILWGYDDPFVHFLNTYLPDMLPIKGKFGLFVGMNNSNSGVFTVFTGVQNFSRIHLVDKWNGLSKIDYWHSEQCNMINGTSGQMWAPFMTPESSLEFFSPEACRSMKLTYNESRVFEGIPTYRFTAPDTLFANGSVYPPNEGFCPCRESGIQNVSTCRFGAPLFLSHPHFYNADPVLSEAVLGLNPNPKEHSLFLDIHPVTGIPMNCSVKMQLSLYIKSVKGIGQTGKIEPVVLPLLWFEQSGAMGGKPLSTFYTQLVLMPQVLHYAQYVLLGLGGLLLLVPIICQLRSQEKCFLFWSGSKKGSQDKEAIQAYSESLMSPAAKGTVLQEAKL
* hit, by the source's call; / = no result given. Hits appear at their usual frequency, and some 3.6% of all compounds hit somewhere here.

SMILES	CAL PDZ FP-1	Wnt act	Tat export inh	SR-BI uptake up	AddAB inh	CAL PDZ FP-2	phage Ecoli inh	Ecoli viability	MITF TRPM1 HTS	SR-BI DiI inh
CCn1c(COc2ccccc2OC)nnc1SCC#N	0.4	21	-2	-20	3.3	-3	3.7	0.6	/	20
COc1ccc(CCNC(=O)c2ccccc2OCc2c(C)noc2C)cc1	-2.2	-4	6	-7	-0.5	-5	1.2	0.0	-1	7
CCOC(=O)c1[nH]c2ccccc2c1NC(=O)COC	-2.4	2	5	2	-0.4	/	2.1	1.6	/	-3
Cc1ccc(Sc2ncccc2C(=O)O)c(C)c1	-0.9	/	6	0	4.2	-7	2.8	1.4	7	0
COc1ccc(-n2c(SCC(=O)Nc3ccc(NC(C)=O)cc3)nc3ccccc3c2=O)cc1	-0.6	0	-6	16	2.3	-5	-0.5	-2.4	0	-16
Cc1nnc(SCCC(C)C)[nH]c1=O	-2.0	-1	-3	96*	0.4	1	0.5	-2.8	/	-96
COc1ccc(S(=O)(=O)Nc2ccncc2)c(C)c1C	-1.5	0	-8	12	0.4	-4	1.2	0.0	-5	-12
CCN1CCN(c2ccc(S(=O)(=O)N3CCCCC3)cc2NC(=O)/C=C/c2cccc(OC)c2OC)CC1	-3.6	-17	3	/	-0.8	0	0.1	-2.9	-78	-11
O=C(N/N=C/c1ccc2nccnc2c1)c1cccc([N+](=O)[O-])c1	-1.0	1	-9	-8	1.3	-3	-0.1	1.7	5	8
COc1ccc(C(=O)OCC(=O)NCCc2ccc(F)cc2)cc1S(=O)(=O)N1CCOCC1	0.0	-1	-6	-9	0.7	-7	4.1	-2.2	0	9
Fc1cccc(CSc2ccc(-c3ccco3)nn2)c1	-1.4	30*	-1	26	0.7	0	0.9	-0.3	38	-26
O=C(NCc1ccco1)C1CCCN1C(=O)Nc1ccccc1 (stereo not drawn)	-0.1	-3	-1	-2	-2.6	-2	2.7	-1.0	-1	2
CSc1ccc(/C=C(\NC(=O)c2ccco2)C(=O)N2CCCCC2)cc1	-3.8	-3	4	5	/	0	4.0	/	6	-5
O=C(Nc1nccs1)c1ccc(Cl)c([N+](=O)[O-])c1	-0.8	1	1	18	2.1	-1	0.9	1.7	6	-18
O=C(Nc1ccc(N2CCCC2)c(Cl)c1)c1ccccc1[N+](=O)[O-]	-1.3	13	-2	8	5.0	-4	3.9	4.4	5	-8
Cc1ccc(C)c(S(=O)(=O)N2CCN(C(=O)Cn3c(=O)cnc4ccccc43)CC2)c1	1.0	-1	4	-17	1.5	-4	2.9	1.1	-8	17
O=C(COC(=O)c1ccc(Br)o1)Nc1nc2ccccc2s1	-1.8	/	-9	5	1.6	/	3.3	1.3	-4	-5
COc1cccc(C(=O)N=c2sc3cc(S(C)(=O)=O)ccc3n2C)c1	-1.7	19	10	-35	-1.5	6	2.7	-1.6	73	35
O=C(CS(=O)(=O)c1ccccc1)Nc1cccnc1	-0.1	10	-8	0	-0.9	3	-1.1	1.2	1	0
O=C(/C=C/c1ccc(Cl)cc1Cl)NCc1ccco1	-2.7	-3	-3	-15	4.3	1	-1.4	0.8	70	15
O=C(c1cnn2ccccc12)N1CCN(C2CCCCC2)CC1	-0.3	2	-3	-2	2.3	/	0.8	1.9	2	2
O=c1ccn([C@@H]2O[C@H](CNCc3ccc(-n4cccn4)cc3)[C@@H](O)[C@H]2O)c(=O)[nH]1	0.5	-1	1	25	/	-4	3.9	/	-3	-25
CNC(=O)CSc1nc(N)c2c3c(sc2n1)CCC3	-2.8	/	-1	-4	0.8	/	0.4	0.6	4	4
CSc1nc(=NC(C)=O)ss1	-0.3	-1	6	-18	3.2	-2	1.4	1.9	-2	18
O=C(CNC(=O)c1ccccc1Cl)c1ccccc1	0.3	14	-2	-9	3.0	2	4.6	-1.9	35	9

Among those listed so far, these have a nitro group on carbon:
SMILES	CAL PDZ FP-1	Wnt act	Tat export inh	SR-BI uptake up	AddAB inh	CAL PDZ FP-2	phage Ecoli inh	Ecoli viability	MITF TRPM1 HTS	SR-BI DiI inh
O=C(N/N=C/c1ccc2nccnc2c1)c1cccc([N+](=O)[O-])c1	-1.0	1	-9	-8	1.3	-3	-0.1	1.7	5	8
O=C(Nc1nccs1)c1ccc(Cl)c([N+](=O)[O-])c1	-0.8	1	1	18	2.1	-1	0.9	1.7	6	-18
O=C(Nc1ccc(N2CCCC2)c(Cl)c1)c1ccccc1[N+](=O)[O-]	-1.3	13	-2	8	5.0	-4	3.9	4.4	5	-8

The listing continues.
SMILES	CAL PDZ FP-1	Wnt act	Tat export inh	SR-BI uptake up	AddAB inh	CAL PDZ FP-2	phage Ecoli inh	Ecoli viability	MITF TRPM1 HTS	SR-BI DiI inh
C/C(=N\NC(=O)c1ccccc1F)c1ccc(C#N)cc1	-0.1	8	17	-25	2.0	/	4.8	0.8	65	25
Cc1noc(C)c1COc1cccc(C(=O)OC(C)C(=O)Nc2ccc3c(c2)OCO3)c1 (stereo not drawn)	-2.2	/	2	-9	0.8	/	2.8	-2.1	-27	9
Cc1nc(NC(=O)CSc2nc3cccnc3n2Cc2ccccc2)sc1C	-1.1	0	-6	-22	-1.2	1	0.5	-0.7	1	22
COc1cc2c(cc1OC)CN(C(=O)c1cc(C3CC3)nn1-c1ccccc1)CC2	-1.0	-3	7	-4	-0.3	-4	-0.5	-1.4	0	4
O=C(NCc1ccccc1)c1cccnc1Sc1ccccc1	-1.0	0	-7	4	0.7	-4	0.6	-1.4	-6	-4
COc1ccccc1-n1c(SCC(=O)O)nc2c(sc(=S)n2-c2ccc(Cl)c(C)c2)c1=O	-4.1	-11	3	-1	-0.7	-2	2.4	-2.9	3	1
CCCCn1c(N)c(N(CC(C)C)C(=O)c2c(-c3ccccc3)noc2C)c(=O)[nH]c1=O	-0.6	-4	-6	9	-0.9	-2	1.4	1.4	2	-9
N#CC(=C=[N-])/C=C(\C(=O)c1ccccc1)[n+]1ccccc1	-0.1	-4	3	11	-3.1	/	1.7	-0.6	-1	-11
COc1ccc(S(=O)(=O)N(CC(=O)NN=C2CCN(C)CC2)c2cc(Cl)ccc2OC)cc1OC	-1.0	-1	-3	0	-0.3	-2	1.4	-2.4	6	0
Nc1ccccc1C(=O)Nc1cccc(C(=O)O)c1	-1.0	7	-4	11	1.3	-2	-0.1	-0.6	-3	-11
Cc1ccc(C(=O)/C=C/c2cn(CC(O)CN3CCOCC3)c3ccccc23)cc1 (stereo not drawn)	0.2	18	24	-42	-2.9	5	0.6	-1.7	18	42
COc1ccc(Cl)cc1NC(=O)C/C(C)=N/NC(=O)c1ccccc1Cl	-1.0	-1	0	3	1.8	/	-4.6	2.4	-1	-3
COCC(=O)N1CCN(c2cccc(C(F)(F)F)c2)CC1	0.1	-2	-1	14	3.0	-5	4.2	-0.2	3	-14
CCOc1ccccc1NC(=O)N1CCCN(c2ncccc2C#N)CC1	-0.7	-2	-5	-14	-0.2	-6	3.0	-1.9	/	14
COC(=O)C1=C(C)N(CCCC(=O)O)C(=O)NC1c1ccc(Cl)cc1 (stereo not drawn)	-0.7	0	5	-51	3.1	-1	1.4	0.0	-14	51
Cc1cccc(C)c1NC(=O)CSc1nc(COc2ccccc2)nc2ccccc12	-0.8	/	5	-26	-0.3	-4	1.5	2.2	-4	26
COc1cc(C(=O)NCCOc2ccccc2)cc(OC)c1OC	-1.5	1	-11	-2	3.5	-6	-0.7	1.0	9	2
Cc1cc(C)nc(N2CCC(C(=O)Nc3ccc4c(c3)OCO4)CC2)n1	-1.3	/	2	18	0.5	3	2.0	1.6	/	-18
CC1(c2ccccc2)CC(c2ccccc2)=Nc2nonc2N1 (stereo not drawn)	0.3	-2	-6	15	1.8	-4	0.7	-2.3	-4	-15
O=C(C1CCC1)N1CCC(c2nc3c(nnn3Cc3c(F)cccc3Cl)c(=O)[nH]2)CC1	-1.5	-4	-4	-5	0.9	-5	1.9	-3.3	4	5
CCOC(=O)CN(C(=O)Cn1nnc2ccccc21)C(C(=O)NCCOC)c1ccccc1C (stereo not drawn)	-0.4	-1	5	17	-2.5	-5	2.8	-2.6	-11	-17
CCN(CCCNC(=O)C1CCN(S(=O)(=O)N2CCC3(CC2)OCCO3)CC1)c1ccccc1	-0.7	/	9	-19	0.9	-7	0.9	-1.4	1	20
Cc1ccc(Cn2cnc3c(cnn3-c3ccc(F)cc3)c2=O)cc1	-4.9	-2	-4	17	1.7	5	5.3	-2.0	-8	-17
CC(=O)c1cc(CN2C(=O)CCC2=O)cs1	-0.1	-1	-5	24	2.6	-4	-0.2	0.4	3	-24
C=CCN1C(=O)/C(=C/C(=O)OC)S/C1=N\NC(=O)c1ccccc1	/	-1	/	/	2.4	/	2.4	-0.7	/	/
Next part:
SMILES	CAL PDZ FP-1	Wnt act	Tat export inh	SR-BI uptake up	AddAB inh	CAL PDZ FP-2	phage Ecoli inh	Ecoli viability	MITF TRPM1 HTS	SR-BI DiI inh
COC(=O)C1=C(N)c2c(F)cccc2C1(C#N)c1ccccc1 (stereo not drawn)	-1.2	/	-2	28	1.9	-3	3.8	1.3	-4	-28
O=C(OCC(=O)N1CCCc2ccccc21)c1cnc(Cl)c(Cl)c1	-1.1	0	4	23	1.7	4	3.6	-0.5	-10	-23
COC(=O)c1[nH]c2ccccc2c1NC(=O)CN1CCN(C/C=C/c2ccccc2)CC1	-0.9	-5	-3	-9	-1.5	-5	0.1	-0.1	-20	21
COc1cc(/C=C2/SC(=S)N(Cc3ccccc3)C2=O)cc(Cl)c1O	/	1	3	13	1.2	-101	1.4	-2.5	-8	-13
CCN(CC)c1ccc2cc(-c3nnc(-c4ccccc4)o3)c(=O)oc2c1	1.3	/	5	-17	3.5	/	2.7	-2.1	64	17
COCCn1c(-c2ccc(-c3ccc([N+](=O)[O-])cc3Br)o2)nc2c1c(=O)[nH]c(=O)n2CC(C)C	0.0	2	-5	-2	1.4	0	2.5	-3.0	-12	2
O=C(Nc1ccc(S(=O)(=O)N2CCCCC2)cc1)c1ccc(=O)[nH]c1	-2.3	-2	3	-2	-0.8	-3	0.1	-1.6	5	2
Cc1nc(-c2ccc(S(=O)(=O)Nc3ccc(Br)cc3F)cc2)co1	-1.1	1	4	12	1.7	-2	2.1	0.4	1	-12

3 entries picked at random from those above, as already listed:
SMILES	CAL PDZ FP-1	Wnt act	Tat export inh	SR-BI uptake up	AddAB inh	CAL PDZ FP-2	phage Ecoli inh	Ecoli viability	MITF TRPM1 HTS	SR-BI DiI inh
COC(=O)c1[nH]c2ccccc2c1NC(=O)CN1CCN(C/C=C/c2ccccc2)CC1	-0.9	-5	-3	-9	-1.5	-5	0.1	-0.1	-20	21
O=C(OCC(=O)N1CCCc2ccccc21)c1cnc(Cl)c(Cl)c1	-1.1	0	4	23	1.7	4	3.6	-0.5	-10	-23
O=C(Nc1ccc(S(=O)(=O)N2CCCCC2)cc1)c1ccc(=O)[nH]c1	-2.3	-2	3	-2	-0.8	-3	0.1	-1.6	5	2
